Screening results deposited in PubChem by National Center for Advancing Translational Sciences (NCATS).
a7 integrin act = integrin-mediated muscular dystrophy alleviation activation; alpha7betagal myoblasts, beta-gal FDG fluorescence, 48 h; Potency, µM (titrated, usually from 38.3 µM), without a hit: top-dose activation, usual class: activators; 0.064% of 350,000 active; AID 624291;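 also: potency is read from the fitted curve at half-maximal effect; 100% = response of the positive control SU9516; nearly all actives have a fitted effect of over 60% in size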
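alpha7betagal+/- myoblasts (passage 13, 250/well) treated 48 h at 37C with compounds at 1:260 dilution of DMSO stock. Lysed, then beta-galactosidase activity read as FDG fluorescence (ex 480/em 540) after 30 min, with pre-read for autofluorescence.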
TRPV1 agonist = activates the human vanilloid receptor TRPV1. Q8NER1. TRPV1-expressing cells, Fluo-8 calcium influx, agonist mode. activation, % at 8.33 µM. 0.19% of 320,000 active. AID 540275; in the data active = activation above about 80%; inconclusive = between about 30% and that limit; also: 0% is about no effect
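Cells expressing TRPV1 were dye-loaded with Fluo-8 and read kinetically: 10 s baseline, 3 min after compound (agonist portion), then 2 min after EC20 capsaicin (allosteric enhancer portion). Calcium-bound dye fluorescence at 480/520 nm.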
KCNH2 3.1 inh = KCNH2 3.1 (human) potassium channel inhibition. activity change, % (tested at about 1.8 µM). 0.95% of 340,000 active. U2OS KCNH2 3.1, thallium flux FluxOr; hits give low values. AID 720553;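 active = maximum activity change below -70%; inconclusive = maximum activity change from -70% to -50%; inactive = maximum activity change above -50%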;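 also: thallium influx rate constant from kinetic fluorescence after stimulation buffer; % is scaled to controls: 0 for no effect and ±100 for the full control effect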
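Virally transduced U2OS (3.1 isoform, 4 h infection in dark at RT) → overnight 37 C → FluxOr + Red40 in HBSS/HEPES, 45 min → stimulation buffer, 2 min kinetic read → rate constant vs DMSO controls.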
hERG WT inh = inhibitors of human wildtype KCNH2 potassium channel | Q12809 | activity change, % at 1.84 µM | 0.37% of 340,000 active | U2OS, BacMam KCNH2, thallium flux FluxOr; hits give low values;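 active = maximum activity change below -70%; inconclusive = maximum activity change between -70% and -50%; inactive = maximum activity change above -50%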; also: % is scaled to controls: 0 for no effect and ±100 for the full control effect
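U2OS cells were transduced with wild-type KCNH2 virus (2.03 x 10^8 / mL) for 4 h at room temperature, then cultured overnight at 37 C. Thallium flux was read with FluxOr dye. Rate constants were normalized to DMSO controls.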
A-T KAP1 phos = potential ataxia-telangiectasia treatment. […] A-T fibroblasts, KAP-1 phosphorylation AlphaLISA; neocarzinostatin DNA damage 30 min before lysis. Potency, µM (doses to about 57.5 µM), inactives show top-dose activation, hits mostly activators. 0.19% of 320,000 active. AID 485349; also: potency is read from the fitted curve at half-maximal effect; % of control where 0% means no effect; nearly all actives have a fitted effect of over 45% in size
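ATM-like activity read as KAP-1 phosphorylation via AlphaLISA donor/acceptor antibody pairs after lysis and 6 hr at 25C. Cells were ATM-null patient fibroblasts ([…], hTERT), dosed 60 min, then exposed to the DSB inducer NCS for 30 min.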
MLL CXXC-DNA inh = inhibitors of human MLL CXXC domain-DNA interaction; Q03164; MLL-CXXC / FITC-HOXA9 DNA fluorescence polarization; Potency, µM (top dose mostly 115 µM), without a hit: at the highest dose activity change, negative = inhibition, most hits filed as inhibitors; 0.037% of 290,000 active; AID 2662; active = well fitted inhibition curve with a large enough effect in the polarisation, with a control signal flat, not every such curve was filed as active; inconclusive = small, poorly fitted or top-dose-only effect, or effect the other way, or a change in a side signal; inactive = no such curve, though single readings can be large or run the other way; the % refers to the polarisation; also: potency is read from the fitted curve at half-maximal effect
Target sequence (Q03164 whole entry, looked up, the tested form may be a part): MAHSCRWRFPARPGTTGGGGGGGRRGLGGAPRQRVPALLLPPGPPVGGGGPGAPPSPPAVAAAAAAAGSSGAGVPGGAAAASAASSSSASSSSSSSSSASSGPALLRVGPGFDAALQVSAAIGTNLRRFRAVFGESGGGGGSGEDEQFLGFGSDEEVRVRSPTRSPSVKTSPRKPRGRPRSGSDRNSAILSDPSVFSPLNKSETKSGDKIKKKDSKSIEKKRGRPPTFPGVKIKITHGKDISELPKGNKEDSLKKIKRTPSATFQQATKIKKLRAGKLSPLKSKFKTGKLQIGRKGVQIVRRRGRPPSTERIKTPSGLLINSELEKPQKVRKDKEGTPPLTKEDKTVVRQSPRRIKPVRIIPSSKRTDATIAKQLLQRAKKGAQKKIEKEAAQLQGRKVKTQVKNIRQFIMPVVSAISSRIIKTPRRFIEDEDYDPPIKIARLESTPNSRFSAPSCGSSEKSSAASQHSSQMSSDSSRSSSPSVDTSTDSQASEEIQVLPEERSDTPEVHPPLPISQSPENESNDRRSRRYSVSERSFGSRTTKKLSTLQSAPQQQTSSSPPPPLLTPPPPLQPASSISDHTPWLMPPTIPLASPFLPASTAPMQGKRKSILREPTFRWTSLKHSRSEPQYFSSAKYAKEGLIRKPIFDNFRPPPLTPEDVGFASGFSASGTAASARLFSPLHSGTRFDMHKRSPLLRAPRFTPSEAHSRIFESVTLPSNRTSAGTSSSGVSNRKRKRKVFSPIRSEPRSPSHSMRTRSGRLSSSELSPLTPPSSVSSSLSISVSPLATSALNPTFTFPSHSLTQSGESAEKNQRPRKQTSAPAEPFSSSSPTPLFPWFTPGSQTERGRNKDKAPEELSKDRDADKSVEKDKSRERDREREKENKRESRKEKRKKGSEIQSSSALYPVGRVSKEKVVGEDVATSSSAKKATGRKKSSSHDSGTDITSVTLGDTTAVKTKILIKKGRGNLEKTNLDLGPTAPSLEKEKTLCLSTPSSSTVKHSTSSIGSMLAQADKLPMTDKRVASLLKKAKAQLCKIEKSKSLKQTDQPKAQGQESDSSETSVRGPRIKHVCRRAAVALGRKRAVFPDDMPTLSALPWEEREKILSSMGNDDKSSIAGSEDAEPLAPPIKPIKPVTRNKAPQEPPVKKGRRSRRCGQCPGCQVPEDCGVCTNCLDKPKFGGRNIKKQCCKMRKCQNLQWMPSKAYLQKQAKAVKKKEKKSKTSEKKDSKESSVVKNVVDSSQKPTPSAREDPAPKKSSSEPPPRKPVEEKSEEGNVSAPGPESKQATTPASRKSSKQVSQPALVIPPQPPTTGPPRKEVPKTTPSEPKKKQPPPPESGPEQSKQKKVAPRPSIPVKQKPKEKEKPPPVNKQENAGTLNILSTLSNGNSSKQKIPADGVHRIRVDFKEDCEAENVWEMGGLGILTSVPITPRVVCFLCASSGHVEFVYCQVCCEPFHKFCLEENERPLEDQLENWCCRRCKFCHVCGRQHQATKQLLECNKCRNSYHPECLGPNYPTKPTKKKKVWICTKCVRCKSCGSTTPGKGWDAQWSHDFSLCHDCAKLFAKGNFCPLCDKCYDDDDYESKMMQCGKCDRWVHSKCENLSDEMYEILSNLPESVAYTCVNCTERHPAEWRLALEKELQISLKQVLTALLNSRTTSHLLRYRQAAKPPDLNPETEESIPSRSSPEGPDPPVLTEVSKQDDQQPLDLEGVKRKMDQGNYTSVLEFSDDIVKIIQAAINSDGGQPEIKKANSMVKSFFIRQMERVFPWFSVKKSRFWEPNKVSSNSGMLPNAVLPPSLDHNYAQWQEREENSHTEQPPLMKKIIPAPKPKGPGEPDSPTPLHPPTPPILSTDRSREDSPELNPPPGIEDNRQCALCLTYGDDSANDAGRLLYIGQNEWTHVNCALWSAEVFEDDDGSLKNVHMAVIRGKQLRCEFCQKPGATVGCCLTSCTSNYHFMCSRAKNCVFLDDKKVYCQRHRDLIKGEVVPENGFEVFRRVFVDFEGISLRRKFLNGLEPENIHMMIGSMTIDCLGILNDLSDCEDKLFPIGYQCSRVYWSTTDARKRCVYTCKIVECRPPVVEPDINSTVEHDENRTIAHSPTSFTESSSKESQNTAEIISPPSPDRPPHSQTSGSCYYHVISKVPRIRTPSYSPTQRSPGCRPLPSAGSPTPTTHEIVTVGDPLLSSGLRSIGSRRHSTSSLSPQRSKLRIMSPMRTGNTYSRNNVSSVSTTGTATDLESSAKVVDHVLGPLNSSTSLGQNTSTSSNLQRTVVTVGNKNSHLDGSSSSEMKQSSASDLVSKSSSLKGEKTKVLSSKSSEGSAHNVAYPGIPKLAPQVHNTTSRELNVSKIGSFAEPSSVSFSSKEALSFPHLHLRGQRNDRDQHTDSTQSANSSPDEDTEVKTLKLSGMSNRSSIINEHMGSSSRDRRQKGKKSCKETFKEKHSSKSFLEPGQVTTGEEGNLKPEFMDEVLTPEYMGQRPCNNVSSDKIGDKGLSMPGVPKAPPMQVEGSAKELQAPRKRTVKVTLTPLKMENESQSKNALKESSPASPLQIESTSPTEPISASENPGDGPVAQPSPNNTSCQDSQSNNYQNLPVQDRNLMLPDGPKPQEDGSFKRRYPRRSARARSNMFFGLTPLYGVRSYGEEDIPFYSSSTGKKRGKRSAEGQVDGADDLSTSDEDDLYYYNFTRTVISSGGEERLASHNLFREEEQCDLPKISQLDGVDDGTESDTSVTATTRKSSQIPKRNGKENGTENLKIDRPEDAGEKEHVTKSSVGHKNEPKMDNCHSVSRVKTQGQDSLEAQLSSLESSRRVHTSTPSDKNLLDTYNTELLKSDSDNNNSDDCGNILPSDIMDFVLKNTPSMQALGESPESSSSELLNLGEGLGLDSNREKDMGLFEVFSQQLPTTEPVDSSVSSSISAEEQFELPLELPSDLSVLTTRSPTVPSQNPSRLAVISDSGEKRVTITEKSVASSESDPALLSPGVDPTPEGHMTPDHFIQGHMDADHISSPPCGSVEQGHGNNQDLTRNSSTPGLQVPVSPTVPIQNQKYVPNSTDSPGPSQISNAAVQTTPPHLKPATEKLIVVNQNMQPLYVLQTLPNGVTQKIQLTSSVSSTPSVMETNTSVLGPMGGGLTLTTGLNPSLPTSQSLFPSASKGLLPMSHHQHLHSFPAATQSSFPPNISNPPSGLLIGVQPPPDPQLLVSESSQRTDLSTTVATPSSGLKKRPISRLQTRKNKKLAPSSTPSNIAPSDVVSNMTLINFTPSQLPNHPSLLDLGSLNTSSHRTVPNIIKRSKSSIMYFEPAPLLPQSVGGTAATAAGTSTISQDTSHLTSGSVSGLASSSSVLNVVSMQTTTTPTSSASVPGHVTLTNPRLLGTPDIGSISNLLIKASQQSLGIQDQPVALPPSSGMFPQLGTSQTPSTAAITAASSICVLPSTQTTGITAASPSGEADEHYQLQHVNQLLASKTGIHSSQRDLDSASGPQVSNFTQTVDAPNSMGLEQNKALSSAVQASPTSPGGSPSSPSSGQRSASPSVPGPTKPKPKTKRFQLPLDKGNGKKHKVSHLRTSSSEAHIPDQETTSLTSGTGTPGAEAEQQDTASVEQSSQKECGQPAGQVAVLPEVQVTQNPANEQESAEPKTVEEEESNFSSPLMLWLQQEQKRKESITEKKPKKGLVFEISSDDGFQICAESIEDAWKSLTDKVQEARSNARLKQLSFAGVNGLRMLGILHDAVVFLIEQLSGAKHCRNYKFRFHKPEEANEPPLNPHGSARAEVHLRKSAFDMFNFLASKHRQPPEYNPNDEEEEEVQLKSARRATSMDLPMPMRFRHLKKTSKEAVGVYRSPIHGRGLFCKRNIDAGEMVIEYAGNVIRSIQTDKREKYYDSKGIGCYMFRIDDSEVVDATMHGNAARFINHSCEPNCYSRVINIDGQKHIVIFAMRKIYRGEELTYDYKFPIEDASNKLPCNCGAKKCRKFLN
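Fluorescence polarization: 7 uM MLL-CXXC (stock) preincubated 5 min with compounds, then 50 nM fluorescein-HOX-A9 DNA (stock) added; 30 min ambient. Buffer 50 mM Tris-HCl pH 7.5, 50 mM NaCl, 1 mM DTT, 0.05% BSA.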
Coupling enz = coupling enzyme interference in Giardia aldolase counter-screen; coupling enzyme system counterscreen, AmpLite Red fluorescence; activity change, negative = inhibition, % at 58.2 µM, hits read low; 0.67% of 290,000 active; AID 2472; in the data active = activity change below about -30%; also: % is scaled to controls: 0 for no effect and ±100 for the full control effect
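Fluorescence at 525 nm excitation and 598 nm emission measured inhibition of the coupled detection system without aldolase. Compounds (at 57.5 uM final) were preincubated 10 min at room temperature with coupling enzyme reagent before a 20 min substrate/AmpLite Red step.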
MBNL1-CUG inh = MBNL1-poly(CUG) RNA binding inhibition. Potency, µM (doses to about 57.5 µM), inactives show top-dose activity change, negative = inhibition, most hits filed as inhibitors. TR-FRET MBNL1-His/biotin-(CUG)12 binding, 665/545 ratio. 0.036% of 280,000 active. AID 2675; active = well fitted inhibition curve with a large enough effect in the signal ratio, with a control signal flat, not every such curve was filed as active; inconclusive = small, poorly fitted or top-dose-only effect, or effect the other way, or a change in a side signal; inactive = no such curve, though single readings can be large or run the other way; the % refers to the signal ratio; also: potency is read from the fitted curve at half-maximal effect; % is scaled to controls: 0 for no effect and ±100 for the full control effect
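Ratiometric TR-FRET (665 over 545 nm, excitation 340 nm) tracks disruption of MBNL1-His/biotin-(CUG)12 complex after 60 min at room temperature, with compounds at 92 nM to 58 uM final.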
GALK inh = galactokinase (human) inhibition; AID 1868; P51570; 0.007% of 270,000 active; Purified GALK, Kinase-Glo residual ATP luminescence; Potency, µM (doses to about 57.5 µM), without a hit: at the top dose activity change, negative = inhibition, usual class: inhibitors; also: potency is read from the fitted curve at half-maximal effect; % is scaled to controls: 0 for no effect and ±100 for the full control effect
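Compounds were pin-transferred into ATP buffer (35 uM final), then GALK plus galactose (5 nM, 100 uM final) was added. After 1 h at room temperature, Kinase-Glo Plus was added and luminescence read after 10 min.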
ASM inhibitor = inhibitors of human secretory acid sphingomyelinase. 0.006% of 340,000 active. placental ASM, HMU-PC fluorogenic substrate, 60 min. AID 504937. P17405. Potency, µM (series often up to 57.5 µM), for inactives: at the top dose activity change, negative = inhibition, hits mostly inhibitors; also: potency is read from the fitted curve at half-maximal effect
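Steps: dispense placental human ASM, pin compound, wait 10 min at room temperature, add HMU-PC0 substrate at 9 uM final, incubate 60 min at 37 °C, add stop solution raising pH to 10, read fluorescence.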
* hit, by the source's call; ? = inconclusive; nt = not tested or not shown; [ ] = another dose, or the depositor's remark. Unless noted, calls follow the shape of the dose curve; as a rule, active = well fitted curve in the direction sought with a large enough effect; inconclusive = small, poorly fitted or top-dose-only effect, or another doubt; inactive = no such curve, though single readings can be large; an effect the other way counts as inactive or inconclusive.

SMILES	a7 integrin act	TRPV1 agonist	KCNH2 3.1 inh	hERG WT inh	A-T KAP1 phos	MLL CXXC-DNA inh	Coupling enz	MBNL1-CUG inh	GALK inh	ASM inhibitor
O=C(c1ccc(-n2cccc2)cc1)N1CCOCC1	6.8%	27.8	13.5	3.0	-2.4%	0.1%	1.3	-4.1%	-1.3%	6.6%
COC(=O)NNC(=O)c1ccc(Cl)cc1Cl	18.1%	-7.3	9.0	-0.6	1.1%	12.7%	0.9	nt	0.8%	2.0%
COC(=O)c1ccc(NC(=S)NC(=O)c2cccnc2)cc1	31.0%	-2.2	3.7	9.2	5.5%	-12.5%	-1.2	2.5%	7.7%	-2.3%
N#CC1=C(N)C(C#N)(C#N)[C@H](c2ccsc2)[C@H]2COCC=C12	-16.9%[7.66 µM]	-2.1	3.1	-1.7	-14.6%	-14.3%	-26.3	?	-3.1%	26.2%
CC(=O)c1sc(NC(C)c2ccccc2)nc1C (stereo not given)	12.7%	-1.3	-6.0	4.5	2.3%	1.3%	0.5	5.4%	0.0%	-3.8%
C#CCNC(=O)C1=C[C@@H](c2ccc(C#C)cc2)[C@H](CCCO)[C@@H](OCC)O1	-8.1%	-3.4	29.2	1.6	-12.1%	15.1%	9.7	-8.2%	-1.4%	3.0%
Cc1ccccc1NS(=O)(=O)c1cc(C(=O)NCc2ccncc2)ccc1Cl	15.5%	21.1	11.6	1.8	10.8%	3.6%	-1.4	-15.4%	-6.7%	-3.8%
CCOC(=O)C1CCN(C(=O)c2cccc(Cl)c2)CC1	21.6%	-3.2	-1.2	5.1	-4.8%	-0.8%	6.8	2.9%	-0.3%	1.0%
O=C(Nc1ccc2oc(-c3cccc4ccccc34)nc2c1)c1ncn[nH]1	-10.4%	0.8	4.2	-12.5	4.8%	5.8%	-1.9	4.8%	-0.1%	163.2%[activator]
CCC1Oc2ccccc2N(CC(=O)NCc2ccco2)C1=O (stereo not given)	3.6%	-0.1	-3.6	-7.0	-6.7%	12.7%	-0.8	3.6%	-1.3%	2.3%
FC(F)(F)c1ccc(CN2CCCCCC2)cc1	14.7%	-3.9	16.0	-5.8	nt	2.0%	0.1	1.6%	1.5%	0.4%
COC(=O)C1CCN(C(=O)c2cc(S(=O)(=O)N3CCCCC3)ccc2Cl)CC1	-0.8%	7.1	15.5	-3.5	-1.7%	nt	nt	nt	nt	0.4%
O=[N+]([O-])c1ccccc1S(=O)(=O)N/C(=N/S(=O)(=O)c1ccccc1)c1ccccc1	-7.9%	nt	13.5	2.8	8.7%	nt	nt	nt	nt	1.3%
O=C1Cc2ccccc2C(=O)N1Cc1ccccc1	23.1%	2.9	1.5	-5.1	3.9%	4.2%	-42.5*	25.1µM*	-2.9%	51.5%
CCOC(=O)c1sc(NC(=O)/C=C/c2ccccc2)nc1C	15.8%	7.5	11.2	-1.0	-2.1%	8.9%	4.9	0.5%[11.5 µM]	nt	111.1%[activator]
O=C(/C=C/c1cccc(Cl)c1)c1nc2ccccc2[nH]1	-67.1%[inhibitor]	3.1	-23.6	-4.3	-0.8%	-0.2%	-1.3	15.1%	nt	-4.5%
COc1ccc(/C=N/n2cnnc2SCc2ccccc2)cc1	10.8%	6.6	-40.6	-1.8	-6.1%	-3.9%	1.6	7.5%	0.5%	-13.3%
C=CCOC(=O)C1=C(C)OC(N)=C(C#N)C1c1ccoc1 (stereo not given)	0.4%	1.9	-6.5	-6.2	-2.4%	?	-3.2	10.4%	-4.2%	6.1%
CCCCn1c(N)c(N(CC)C(=O)CSCc2ccc(C)cc2)c(=O)[nH]c1=O	?	-5.4	9.8	-4.0	2.3%	6.3%	4.4	-2.4%	4.1%	8.1%
Cc1cc(-n2c(C)cc(C(=O)CSc3ccc4c(c3)OCCO4)c2C)no1	-44.4%	-2.8	1.5	-0.3	9.0%	12.7%	-10.9	1.0%	-0.6%	-0.8%
Cc1ccc2c(c1)cc1c(=O)n(CC(=O)NCCCc3ccccc3)nc(C)n12	?	-1.4	2.4	5.7	6.3%	-1.6%	nt	4.5%	0.7%	-2.4%
CCOC(=O)c1c(/N=C/C2C(=O)CCCC2=O)sc2c1CCCC2	39.9%	-2.0	9.9	12.1	4.1%	?	-10.1	-0.5%	6.3%	-0.9%
CC1CCCN(S(=O)(=O)c2ccc(NC(=O)c3cccc(-n4cnnn4)c3)cc2)C1 (stereo not given)	-48.5%[inhibitor]	1.3	-23.5	3.3	2.4%	7.8%	-1.2	3.7%	-2.8%	-12.4%
COc1ccc(NC(=O)COc2ccc(-c3ccccc3)cc2)cc1	16.8%	-0.9	5.4	3.9	2.5%	nt	nt	nt	nt	0.9%
Cc1ccc(C(C)NC(=O)c2ccco2)cc1 (stereo not given)	-6.4%	2.4	11.9	-4.3	nt	-5.7%	1.4	-5.7%	-0.4%	0.6%
(next part)
SMILES	a7 integrin act	TRPV1 agonist	KCNH2 3.1 inh	hERG WT inh	A-T KAP1 phos	MLL CXXC-DNA inh	Coupling enz	MBNL1-CUG inh	GALK inh	ASM inhibitor
Cc1cc(C(F)F)n2nc(C(=O)Nc3c(F)cc(F)cc3Br)nc2n1	13.3%	-4.1	4.0	-1.7	nt	-2.7%	0.4	-2.6%	0.5%	1.0%
O=S1(=O)c2ccc(Br)cc2N2CCC[C@@H]2CN1Cc1ccc(Cl)cc1	10.7%	nt	-9.3	0.7	nt	nt	nt	nt	nt	-5.2%
O=C(CCN1C(=O)C2CCCCC2C1=O)Nc1cc(F)ccc1F (stereo not given)	4.4%	6.6	-13.7	1.5	7.1%	-2.8%	4.2	-1.4%	6.2%	nt
CCOC(=O)N1CCC(Nc2nc3ccccc3n3nnnc23)CC1	-15.7%	0.2	13.5	0.8	1.4%	19.0%	0.2	-3.2%	2.2%	-1.3%
Cc1sc2nc(-c3ccccc3)[nH]c(=O)c2c1-c1ccccc1	nt	1.4	nt	nt	8.0%	-5.1%	0.2	-5.3%	1.3%	nt
COc1ccc(OC)c(C(=O)c2coc3ccc(O)cc23)c1	-10.0%	-0.4	0.9	-13.8	21.3%	-7.8%	-0.3	1.5%	9.8%	-1.8%
COc1ccccc1NC(=O)c1ccc2c(c1)C(=O)N(Cc1ccco1)C2=O	6.2%	-1.7	20.3	4.0	-8.2%	0.9%	nt	5.5%	-4.8%	9.9%
CC(C)CCNC(=O)c1ccc2c(c1)N(Cc1ccccc1)C(=O)CS2=O (stereo not given)	-1.0%	0.0	-7.6	-7.6	-2.6%	4.4%	1.1	0.4%	0.3%	-2.1%
CS(=O)(=O)N1CCSC1c1ccc(Br)cc1 (stereo not given)	-5.6%	-0.4	-7.0	-5.0	7.7%	-10.1%	0.8	-1.7%	-3.2%	0.5%
COCC(=O)NCc1ccc2c(c1)OCO2	14.4%	-2.3	6.6	1.5	2.7%	-1.5%	2.5	-4.7%	0.3%	-2.1%
Cc1cc(C)c(S(=O)(=O)n2cc(C(C)C(N)C(=O)O)c3ccccc32)c(C)c1 (stereo not given)	-15.6%	-0.4	5.6	4.5	16.8%	nt	nt	nt	nt	-6.1%
Cc1ccc(C(=O)CSc2nc(-c3ccccc3)ccc2C#N)cc1	1.8%	5.3	nt	-29.5	12.3%	0.5%	-2.3	8.3%	2.8%	-6.4%
CC(C)Oc1ccc(C(=O)OCC(=O)NC(=O)NC2CCCC2)cc1	-19.4%	-1.4	1.5	-8.2	3.2%	nt	nt	nt	nt	-5.0%
O=C(N=C1SC2CS(=O)(=O)CC2N1c1ccc(OC(F)(F)F)cc1)C1CC1 (stereo not given)	?	24.9	7.4	1.3	-18.0%	6.1%	nt	-4.9%	-2.0%	1.0%
CCn1c(SCC(=O)Nc2ccc(C(C)=O)cc2)nc2nc3c(cc2c1=O)COC(C)(C)C3	-14.4%	1.8	-14.3	-18.3	11.5%	-7.2%	0.3	7.4%	-2.0%	3.9%
O=C(N/N=C1\CCS(=O)(=O)c2ccc(F)cc21)c1ccc([N+](=O)[O-])cc1	9.0%	-1.7	4.5	21.9	-1.4%	4.0%	0.3	?	-3.2%	-2.5%
O=C(NCc1cccs1)c1ccc(Cl)s1	-4.5%	19.9	4.0	64.9	-0.3%	-0.8%	0.1	-0.4%	1.6%	-6.0%
Cc1ncc(CO)c2cc(-c3nnc(Nc4ccc5c(c4)OCO5)s3)c(=O)oc12	6.9%	4.9	-8.9	-0.9	6.9%	-5.8%	1.4	?	-2.8%	4.9%
CN1CCN(S(=O)(=O)c2cccc(C(=O)Oc3ccccc3Cl)c2)CC1	17.0%	19.2	-12.7	0.6	0.9%	4.9%	nt	2.8%	-3.1%	-4.1%
O=C(CSc1ncn[nH]1)c1ccc2c(c1)OCCO2	7.5%[7.66 µM]	-14.9	2.3	-0.5	-5.0%	3.1%	1.4	-1.7%	0.1%	0.7%
Cc1ccc(C2C(C#N)=C(N)SC(N)=C2C#N)c(C)c1	9.7%	-1.3	-7.0	-8.2	2.1%	?	-41.1*	?	2.6%	4.7%
CC(C)CNC(=O)CSc1ccc(Cl)cc1	-2.3%	?	-6.3	-1.1	nt	-4.4%	0.7	-1.6%	3.1%	1.3%
